Screens: PubChem, several laboratories
Vc quorum ag – inducers of Vibrio cholerae quorum light production without autoinducers, primary screen, BH1578 luxS cqsA deficient, single point; V. cholerae BH1578 lux reporter, luminescence, 6 h; AID 588436, 2011; actives 0.16% (n = 350,000); activation, % at 18.7 µM; in the data active means activation mostly above about 9.7%, no sharp cut-off; inconclusive means no clear call, values can overlap the other calls; inactive means mostly below about 3.7%; further: not every result past the cut was called active; inactives centre near 0; reference of the scale not given here
TcdB GH inh – TcdB glycohydrolase inhibitors, primary screen, biochemical, single point, plate reader. Toxin B (Clostridioides difficile), P18177. TcdB glycohydrolase enzymatic assay. inhibition, % at 9.99 µM. actives 0.24% (n = 350,000). AID 652162, 2013; in the data active means inhibition above about 10%
Y pestis TopoI – Yersinia pestis topoisomerase I inhibitors, primary screen, biochemical, cleavage product accumulation, plate reader, single point | DNA topoisomerase I (Yersinia pestis CO92) | Y. pestis Topo-I cleavage product accumulation | activity, % at 10 µM | actives 0.064% (n = 360,000) | AID 504884, 2011; in the data active means activity above about 50%, passing the limit was not always enough; inconclusive means no clear call, values can overlap the other calls; further: inactives centre near 2
BoNT A protease – BoNT/A light chain protease inhibitors, primary screen, biochemical, flow cytometry, MLPCN library. inhibition, % at 10 µM. actives 0.17% (n = 360,000). AID 588499, 2011. multiplex microsphere protease substrate cleavage; further: plate controls were buffer without enzyme for full effect and enzyme alone for no effect
SSB-PriA inh – inhibitors of Klebsiella pneumoniae PriA binding to SSB C-terminal tail, primary screen, biochemical, AlphaScreen. PriA–SSB C-terminal tail interaction (Klebsiella pneumoniae). AlphaScreen SSBct-PriA binding, biotinylated peptide. inhibition, % at 33 µM. actives 0.6% (n = 430,000). AID 1272365, 2023; in the data active means inhibition mostly above about 37%, no sharp cut-off; inactive means mostly below about 20%;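 further: plate controls were negative control peptide for no effect and reference peptide for full effect; strong numbers were not always called active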
PfHsp40 yeast – rescue of yeast from PfHsp40 toxicity, primary screen, S. cerevisiae, ATP luminescence; S. cerevisiae expressing PfHsp40, growth rescue; growth rescue, % at 12.5 µM; actives 0.68% (n = 340,000); in the data active means growth rescue above about 28%, passing the limit was not always enough; inconclusive means no clear call, values can overlap the other calls;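 further: yeast W303a lacking pdr1 and pdr3 grown in galactose medium; growth measured after three days at 30 °C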
PrPC surface inh – inhibitors of human cell surface prion protein PrPC, primary screen, cell-based, TR-FRET; Major prion protein (Homo sapiens), P04156; TR-FRET read-out; inhibition, % at 13.8 µM; actives 0.43% (n = 370,000); AID 720596, 2013; in the data active means inhibition above about 24%; further: 0% = median of the test wells and 100% = reference compound wells
Anthrax LF inh2 – Bacillus anthracis LF protease inhibitors, primary screen, biochemical, multiplex microsphere, MLPCN library; Lethal factor (Bacillus anthracis), P15917; multiplex microsphere protease cleavage assay; inhibition, % at 10 µM; actives 0.12% (n = 360,000); AID 588501, 2011; further: plate controls were buffer without enzyme for full effect and enzyme alone for no effect
SARS 3CLpro inh – SARS-CoV 3CLpro protease inhibitors, primary screen, biochemical, quenched FRET; recombinant SARS-CoV 3CLpro, quenched FRET peptide cleavage; inhibition, % at 6 µM; actives 0.14% (n = 290,000); in the data active means inhibition above about 12%
Starred values were filed as active, the others as inactive; i = inactive; ? = inconclusive; / = not tested or not shown; & = joins results of further samples. Unless noted, no stated cut-off is given here; in the data, active means inhibition above about 30%; inconclusive means no clear call, values can overlap the other calls; inactive means below that.

SMILES	Vc quorum ag	TcdB GH inh	Y pestis TopoI	BoNT A protease	SSB-PriA inh	PfHsp40 yeast	PrPC surface inh	Anthrax LF inh2	SARS 3CLpro inh
C[C@H](O)[C@@H]1CN2CCc3c([nH]c4ccccc34)[C@@H]2C[C@@H]1N(C)C(=O)Nc1cc(Cl)cc(Cl)c1	0.1	0.2	-9	0.8	/	/	-1	-1	/
CC(C)CCOc1ccc(C(=O)NNC(=O)CNC(=O)c2ccccc2F)cc1	-4.3	1.6	10	-1.1	-11	1.3	0	-4	/
CCOC(=O)N1CCC(NC(=O)CN2C(=O)CSc3nc(C)cc(C)c32)CC1	-0.4	0.0	2	0.6	/	-1.6	-8	-11	0
O=C(c1ccco1)N1CCN(S(=O)(=O)c2c(Cl)cccc2Cl)CC1	i	-0.8	-5	0.2	-1&-6	-2.0	11	10	-1
O=C(O)C[C@H]1c2ccccc2S(=O)(=O)N1c1ccccc1	-1.7	0.7	-7	0.1	2	-1.4	2	-7	/
NC(=O)c1ccc(N2CCCC2)nc1	-0.8	0.3	8	0.8	-7	-0.4	2	-5	/
O=C(NCC1(c2ccccc2)CCCC1)c1ccc(Br)cc1	-3.3	/	-6	0.7	-21	-1.7	-4	0	-5
CCCCOC(=O)c1nc[nH]c1C(=O)OCCCC	-0.4	0.1	0	-0.5	-3	0.6	7	0	2
CC(C)(C)c1cc(C(=O)N/N=C/c2ccncc2)n[nH]1	i	0.6	2	-0.2	/	0.1	7	2	-2
CCCCN(C(=O)c1ccc(N2CCCC2=O)cc1)c1c(N)n(Cc2ccccc2)c(=O)[nH]c1=O	-1.6	1.1	6	-0.8	2	-0.6	6	1	/
Cc1nnc(N(C)C(=O)c2ccc3c(c2)OCO3)s1	-0.1	-0.4	-3	-0.3	-15	-0.3	9	-3	6
COc1ccc(N2CCN(C(=O)CSc3nnnn3-c3ccc4c(c3)OCCO4)CC2)cc1	1.6	0.9	6	-0.5	10	1.0	9	-4	-3
CCN1CCN(Cc2nc3c(c(=O)[nH]c(=O)n3C)n2Cc2ccccc2Cl)CC1	i	1.0	7	-0.7	-1	-0.4	-9	3	-5
COc1cc(/C=C(/C#N)c2nc3ccccc3c(=O)[nH]2)ccc1O	-0.4	0.6	-7	-0.7	-20	-1.2	-5	0	0
O=C(Nc1ccccc1)Nc1ccc2c(c1)CCC2	0.7	-0.8	3	-1.6	-10	0.2	5	0	1
COc1ccc(C(=O)C(C)[n+]2ccc(-c3nnc4n3CCCCC4)cc2)cc1 (stereo unspecified)	i	0.8	-1	-1.1	-5	/	-4	-5	5
Cn1ncc2c1NC(c1ccc(F)cc1)SCC2=O (stereo unspecified)	-0.3	3.3	-1	0.1	/	/	7	1	/
C=CCNC(=O)/C(=C\c1ccc(Br)cc1)NC(=O)c1ccccc1OC	-0.2	1.1	5	0.3	-6	-1.5	4	0	-1
COC(=O)N/N=C/c1ccc(-c2ccc(C)c(Cl)c2)o1	-0.6	1.6	2	-0.1	/	-0.9	-1	-6	3
O=C1c2ccccc2C(=O)c2c(/C=C/N3CCCCC3)ccnc21	i	0.1	-13	0.0	10	?	-34	-30	/
Cc1onc(-c2ccccc2)c1C(=O)N1CCC(C)(C(=O)O)C1 (stereo unspecified)	-0.5	0.8	4	0.1	/	/	4	0	/
CCOCCn1c(N2CCN(c3ccc(OC)cc3)CC2)nc2c1c(=O)n(C)c(=O)n2C	-0.7	/	27	-0.1	-16	0.4	0	-2	-4
COc1ccc(Cl)cc1C(=O)NNC(=S)NC(=O)c1ccc(F)c(F)c1	-0.6	/	-10	-5.6	-21	1.0	/	-3	-4
Cc1ccc(-n2c(=S)[nH]c3ccccc3c2=O)cc1C	i	1.4	3	-0.5	/	/	2	-1	/
C[n+]1ccccc1COc1ccc(C(C)(C)C)cc1	-1.0	1.8	-2	-0.4	-3	-0.4	0	0	4

Two successive records from above, quoted:
SMILES	Vc quorum ag	TcdB GH inh	Y pestis TopoI	BoNT A protease	SSB-PriA inh	PfHsp40 yeast	PrPC surface inh	Anthrax LF inh2	SARS 3CLpro inh
O=C(c1ccco1)N1CCN(S(=O)(=O)c2c(Cl)cccc2Cl)CC1	i	-0.8	-5	0.2	-1&-6	-2.0	11	10	-1
O=C(O)C[C@H]1c2ccccc2S(=O)(=O)N1c1ccccc1	-1.7	0.7	-7	0.1	2	-1.4	2	-7	/

The list continues.
SMILES	Vc quorum ag	TcdB GH inh	Y pestis TopoI	BoNT A protease	SSB-PriA inh	PfHsp40 yeast	PrPC surface inh	Anthrax LF inh2	SARS 3CLpro inh
COc1cc(-c2cc(C(=O)Nc3ccc(N4CCOCC4)cc3)c3ccccc3n2)cc(OC)c1OC	i	-1.4	8	-0.5	-11	0.1	-5	-8	1
N#Cc1c(Br)n(C2OC(CO)C(O)C2O)c2ncnc(N)c12 (stereo unspecified)	i	0.4	-2	0.3	-6	-1.1	10	-3	/
COCc1cc(C)[nH]c(=O)c1C(=O)NC12CC3CC(CC(C3)C1)C2	-0.2	0.5	0	-0.5	-2	-0.2	5	1	-1
C[C@@H]1COc2cc(N3CCN(C)CC3)ccc2S(=O)(=O)N1	/	0.8	/	0.3	/	/	0	0	/
COC(=O)c1sccc1NC(=O)c1ccccc1[N+](=O)[O-]	-0.4	/	3	-1.2	-1	-1.0	-11	0	2
CC(C)C(=O)Nc1cccc(NC(=O)c2cccc([N+](=O)[O-])c2)c1	-0.7	/	-2	0.8	-7	0.0	-35	1	-6
CCCCN(C(=O)c1ccc([N+](=O)[O-])o1)c1c(N)n(CCCC)c(=O)[nH]c1=O	i	-1.5	5	-3.1	-3	-0.1	-17	-2	/
O=C(CCCc1c[nH]c2ccccc12)NCc1ccc2c(c1)OCO2	-0.7	/	7	-4.8	1	0.1	2	-2	-4
CN=c1scc(-c2ccccc2F)n1/N=C/c1ccc(O)c(O)c1O	i	-6.2	-12	-3.1	/	30*	-7	-20	3
c1cc(-c2nnn(CCOCCn3nnc(-c4ccncc4)n3)n2)ccn1	i	0.6	2	-1.5	0	0.8	-5	12	1
Cc1ccc(C(=O)OCC(=O)Nc2sc3c(c2C#N)CCC3)cc1	-0.7	/	-2	1.2	0	-1.2	-5	-1	-5
C/C(=N\Nc1nc2ccccc2[nH]1)c1ccc(N2CCOCC2)cc1	-0.7	1.4	-12	-0.6	/	1.2	-5	-2	3
CCOC(=O)N1CCN(S(=O)(=O)c2ccc(F)c(C(=O)Nc3ccc(C)c(Cl)c3)c2)CC1	i	/	-1	-0.1	-17	3.3	-1	-2	0
CCOC(=O)c1ccc2nc(CCC(=O)N[C@H](C(=O)OC)C(C)C)c(=O)n(CC)c2c1	i	0.2	-1	0.9	3	-1.1	-10	-3	2
Cc1sc2ncnc(SCC(=O)Nc3nc(-c4ccc(F)c(F)c4)cs3)c2c1C	-0.4	1.0	10	-3.2	-4	-1.0	1	-4	3
Cc1ccc2nc(NC(=O)c3cccs3)sc2c1	-0.8	/	9	0.3	-7&-2	-0.2	7	-4	0
C[C@@H]1CN([C@@H](C)CO)C(=O)CCCn2nncc2CO[C@H]1CN(C)C(=O)c1ccc2ccn(C)c2c1	-0.4	-0.1&-0.3&-0.6	0	0.0	/	/	-3	1	/
O=C(Nc1ncn[nH]1)c1cc([N+](=O)[O-])ccc1Cl	i	0.9	-1	0.2	-11	-0.6	-14	5	-6
CCOC(=O)c1oc2ccc(S(=O)(=O)N3CCC(C)CC3)cc2c1C	0.4	-0.2	14	-0.5	-1	0.1	/	2	-2
COc1ccc(C[C@@H]2CN3C(=NC[C@@H]3C)N2CCNC(=O)c2ccc(C)c(Br)c2)cc1	-2.0	/	9	-0.5	-12	0.5	-13	-4	1
CCOC(=O)C1CCN(Cc2cc(Cl)c3ccccc3c2O)CC1	0.4	/	15	-0.4	4	0.2	/	-2	1
CCOc1ccc(CN(C)C(=O)Cc2c[nH]c3ccccc23)cc1	-0.4	-1.3	6	-3.2	10	0.7	5	2	-1
CCOC(=O)C(C(=O)OCC)N(C#N)c1nc(N(C)C)nc(N(C)C)n1	-0.1	4.2	2	-0.6	9	-0.6	7	-7	2
Cc1cc(N2CCC(C(N)=O)CC2)nc(-c2ccccc2)n1	i	/	4	-0.2	2	0.0	-6	-1	3
CC(C)C(=O)N1CCN(c2ccccc2NC(=O)COc2ccccc2)CC1	i	2.6	15	0.6	0	-1.0	1	-4	9

Following part
SMILES	Vc quorum ag	TcdB GH inh	Y pestis TopoI	BoNT A protease	SSB-PriA inh	PfHsp40 yeast	PrPC surface inh	Anthrax LF inh2	SARS 3CLpro inh
Cc1ccc(S(=O)(=O)NCCC(=O)NCc2ccc3c(c2)OCO3)cc1C	-0.1	/	3	0.2	4	6.9	1	-2	1
CN(Cc1c(F)cccc1Cl)C(=O)COC(=O)Cn1cnc2ccccc2c1=O	-0.2	0.4	3	-0.5	/	/	-2	-4	/
CCN(CC(=O)NCc1ccc(F)cc1)CC(=O)Nc1ccc(Br)cc1F	i	1.5	2	0.3	-7	-1.4	5	4	/
Cc1cc(S(=O)(=O)Nc2ccc(C(=O)NCC(C)(C)N3CCOCC3)cc2)ccc1F	i	-1.2	7	-0.2	-9	-1.7	7	-1	-5
CC(C)CN1CCN(Cc2cccc3cccnc23)CC1CCO (stereo unspecified)	0.6	-1.1	3	0.0	-1	-0.7	-3	-5	3
COC(=O)[C@@]1(Cc2ccc(OC)cc2)[C@H]2c3cc(C(=O)N4CCCC4)n(Cc4ccc(Cl)c(C(F)(F)F)c4)c3C[C@H]2CN1C(=O)c1ccccc1	/	0.2	/	-0.2	/	/	3	-1	/
Cc1ccc(N2CC(C(=O)O)CC2=O)cc1 (stereo unspecified)	-0.3	0.9	5	-1.2	-5	-0.1	-1	-4	1
O=[N+]([O-])c1cnc2ccccc2c1	i	0.8	3	0.5	9	-2.7	-5	-5	-4
O=C(NC(=S)N1CCCC1)c1ccc(Cl)cc1Cl	-1.7	0.4	5	3.3	2	-0.1	4	-2	-2
Cc1ccccc1Cn1nnc(C(=O)Nc2cccc(C)c2C)c1N	-0.3	/	-12	1.6	-6	-0.4	23	-3	1
O=C(Oc1ccc(OC(=O)N2CCOCC2)cc1)c1ccccc1	-0.1	/	7	-0.5	-3	-1.4	7	-2	-3
Nc1c(OS(=O)(=O)c2ccccc2)cccc1OS(=O)(=O)c1ccccc1	-0.7	1.4	-4	0.0	/	/	2	-2	/
CSc1ccc(S(=O)(=O)NCC(=O)OCCOc2ccccc2)cc1[N+](=O)[O-]	-2.4	2.7	8	0.3	-3	-0.7	-14	-4	/
COc1cc2cc(C(=O)N3CCN(c4ccccc4OC)CC3)[nH]c2cc1OC	1.2	0.9	8	-0.1	-3	0.5	-15	0	-5
O=C(C[n+]1ccc2ccccc2c1)Nc1cc(C(F)(F)F)ccc1Cl	-0.3	0.1	-3	1.9	15	0.4	-22	-1	1
CC(C)CNc1nc(N)c([N+](=O)[O-])c(NCC2CCCO2)n1 (stereo unspecified)	0.2	0.2	-9	0.5	-8	-0.1	3	1	1
CN(Cc1ccccc1)C(=O)c1[nH]cnc1C(=O)NCC(=O)OCc1ccccc1	-0.4	0.0	23	-0.2	-2	0.4	-3	-4	-4
CC(NC(=O)CCCN1C(=O)c2ccccc2C1=O)c1ccc2c(c1)CCCC2 (stereo unspecified)	0.5	/	8	-0.2	6	-0.2	3	-6	2
O=C(NN=Cc1ccccc1OC(F)F)c1ccc(NS(=O)(=O)c2cccs2)cc1	0.6	0.5	-6	-3.7	5	0.1	1	3	/
CCC(C)(C)NC(=O)C(c1ccc(C)o1)N(C(=O)c1csnn1)c1cccc(F)c1 (stereo unspecified)	-0.4	/	-1	0.5	4	0.6	6	-7	3
NC(=O)c1ccc(NCCc2cccs2)cc1	/	0.9	/	0.1	/	/	12	0	/

These rows are one share of the data. The share of hits here may be higher or lower than overall.
